AmpC no deterg = inhibitors of E. coli AmpC beta-lactamase without detergent | P00811 | AmpC nitrocefin hydrolysis, absorbance 480 nm, 0.0001% Triton | Potency, µM (doses to about 57.1 µM), without a hit: at the top dose activity change, negative = inhibition, hits mostly inhibitors | hit rate 0.52% among 330,000;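 note: potency is the fitted concentration of half-maximal effect; plate controls were no compound for no effect and no enzyme for full effect; nearly all actives have a fitted effect of over 20% in size; some results filed as inactive show a strong effect at the top dose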
Target sequence (P00811 whole entry, looked up): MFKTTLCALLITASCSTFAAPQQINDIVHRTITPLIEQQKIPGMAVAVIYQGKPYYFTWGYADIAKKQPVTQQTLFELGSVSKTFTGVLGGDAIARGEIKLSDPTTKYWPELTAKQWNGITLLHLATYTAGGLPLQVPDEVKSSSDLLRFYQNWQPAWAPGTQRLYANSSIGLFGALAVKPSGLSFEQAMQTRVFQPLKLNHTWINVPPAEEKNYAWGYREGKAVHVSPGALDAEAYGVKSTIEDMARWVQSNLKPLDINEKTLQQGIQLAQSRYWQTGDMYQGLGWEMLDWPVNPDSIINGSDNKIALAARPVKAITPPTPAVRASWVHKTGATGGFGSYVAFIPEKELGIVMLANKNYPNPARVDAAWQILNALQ
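AmpC (5.3 nM in the dispensed reagent) in 20 mM phosphate pH 7.0 with 0.01% (detergent screen) or 0.0001% Triton X-100 was preincubated with compounds for 15 min at room temperature. Nitrocefin was then added from an 800 uM solution, and hydrolysis was followed at 480 nm.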
Cycloheximide cs = counter-screen for Shiga toxin inhibitors: cycloheximide protein synthesis inhibition | cell reporter, cycloheximide protein synthesis inhibition counterscreen | max response, % | hit rate 12% among 300,000; in the data active = max response mostly above about 13%, no sharp cut-off; inactive = mostly below about 14%; note: read at 38.3 µM for the half of the compounds with a filed dose; 0% is about no effect
Pf growth 48h = P. falciparum growth inhibition at 48 hours (one generation) | P. falciparum luciferase growth in erythrocytes, 48 h | Potency, µM (highest dose often 28.7 µM), inactives show at the top dose activity change, negative = inhibition, most hits filed as inhibitors | hit rate 5.9% among 310,000; note: potency is the fitted concentration of half-maximal effect; % is set by controls: 0 for no effect and ±100 for the full control effect
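Erythrocytes infected with P. falciparum carrying an integrated firefly luciferase reporter (2% hematocrit, 0.1% parasitemia final) were exposed to compounds in RPMI 1640 with 0.5% Albumax at 37 C, 5% CO2. Growth inhibition was scored as reduced luminescence.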
Pf growth 96h = P. falciparum growth inhibition at 96 hour, primary screen for plastid delayed-death inhibitors; P. falciparum luciferase reporter growth, 96 h; Potency, µM (doses to about 28.7 µM), for the others: at the highest dose activity change, negative = inhibition, most hits filed as inhibitors; hit rate 6.9% among 320,000; AID 504834; note: potency is the fitted concentration of half-maximal effect; % is set by controls: 0 for no effect and ±100 for the full control effect
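Erythrocytes infected with luciferase-expressing P. falciparum were dispensed at 2% hematocrit and 0.05% parasitemia (final), then incubated with compounds 96 hours at 37 C in 5% CO2. Luminescence after detection reagent addition reported growth.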
TbPYK inhibitor = inhibitors of Trypanosoma brucei pyruvate kinase; AID 624173; Q57TT1; Potency, µM (top dose mostly 76.8 µM), inactives show top-dose activity, negative = inhibition, most hits filed as inhibitors; hit rate 0.12% among 410,000; TbPYK enzyme, Kinase-Glo Plus ATP luminescence, 45 min; note: potency is the fitted concentration of half-maximal effect; % is set by controls: 0 for no effect and ±100 for the full control effect; nearly all actives have a fitted effect of over 50% in size
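ADP (130 uM final) triggers the TbPYK reaction after compound addition; incubation is 45 min at room temperature. Kinase-Glo Plus is then added and luminescence imaged. Normalized data are fitted to concentration-effect curves.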
Shiga toxin inh = blocks Shiga toxin action in Vero cells; AID 2315; inhibition, % at 38.7 µM; Vero cells, Shiga toxin protein synthesis inhibition reporter; hit rate 9.2% among 290,000; in the data active = inhibition mostly above about 28%, no sharp cut-off; inactive = mostly below about 43%; note: 0% is about no effect
LmPK inh = inhibitors of Leishmania mexicana pyruvate kinase; Q27686; purified LmPK, Kinase-Glo ATP luminescence, 1 h; Potency, µM (titrated, usually from 57.5 µM), for inactives: at the highest dose activity change, negative = inhibition, usual class: inhibitors; hit rate 0.37% among 290,000; AID 1721; note: potency is the fitted concentration of half-maximal effect; % is set by controls: 0 for no effect and ±100 for the full control effect
Target sequence (Q27686 whole entry, looked up): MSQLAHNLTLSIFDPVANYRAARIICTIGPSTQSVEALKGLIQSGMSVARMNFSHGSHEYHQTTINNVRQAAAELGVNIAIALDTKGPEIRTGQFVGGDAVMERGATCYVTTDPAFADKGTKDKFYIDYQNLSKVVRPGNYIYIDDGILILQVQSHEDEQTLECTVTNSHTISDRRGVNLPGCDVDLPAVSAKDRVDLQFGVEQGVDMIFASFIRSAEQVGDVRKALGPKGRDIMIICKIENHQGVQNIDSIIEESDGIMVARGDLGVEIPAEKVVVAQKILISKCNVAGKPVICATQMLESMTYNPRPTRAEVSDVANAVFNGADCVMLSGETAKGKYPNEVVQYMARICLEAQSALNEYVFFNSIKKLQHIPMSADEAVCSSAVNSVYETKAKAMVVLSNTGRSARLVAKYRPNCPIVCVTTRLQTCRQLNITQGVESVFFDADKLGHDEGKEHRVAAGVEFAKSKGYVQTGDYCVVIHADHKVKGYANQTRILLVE
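ATP generated from ADP (0.1 mM) and PEP (0.5 mM) by 0.1 nM LmPK over 1 h at room temperature (pH 7.2 imidazole buffer) was detected by coupled luciferase luminescence. Values were normalized to uninhibited and no-enzyme wells.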
An asterisk follows results filed as active; ? = inconclusive; / = no result given; & = joins results of further samples; [ ] = another dose, or the depositor's remark. Unless noted, calls come from the whole dose curve; as a rule, active = well fitted curve in the direction sought with a large enough effect; inconclusive = small, poorly fitted or top-dose-only effect, or another doubt; inactive = no such curve, though single readings can be large; an effect the other way counts as inactive or inconclusive. An unsorted share of the library, and some 22% of all compounds hit somewhere here.

Below each compound – AmpC no deterg, Cycloheximide cs, Pf growth 48h, Pf growth 96h, TbPYK inhibitor, Shiga toxin inh, LmPK inh
> COc1ccc(-c2nc(N)ncc2-c2ccc(OC)c(OC)c2)c(O)c1
    -17%, -2, -7%, -3%, 2%, 4, 0%
> CC1=Nc2ccccc2/C1=C/c1c(O)n(C)c(=O)[nH]c1=O
    -20%, -1, -11%, 2%, -13%, /, 0%
> CCOc1ccc(C(Nc2cccnc2)c2cc(Cl)c3cccnc3c2O)cc1 (stereo not drawn)
    10%, 8, ?, ?, -5%, 10, 8%
> Cc1cccc(-n2c(Cc3cc(=O)[nH]c(=O)[nH]3)nnc2SC(C)C)c1
    -10%, -2, 4%, -18%, 6%, 12, 7%
> COc1cccc(C(=O)/C=C2\Sc3ccccc3N2C)c1
    -25%, 31*, 199%[activator], 12%, 2%, 84*, ?
> CC(C)(C)C(=O)Nc1ccc(C(=O)N/N=C/c2ccccc2OC(=O)c2ccc(Cl)cc2Cl)cc1
    11%, 4, 0%, 172%[activator], 4%, 16, 5%
> CC(C)CN1CCC(=O)N([C@H](CSc2ccc(Br)cc2)c2ccccc2)CC1
    80%[activator], -2, 48%[activator], 33%[activator], -4%, 27, 6%
> Cc1cccc(COc2ccc(/C=N/NC(=O)c3nnn(-c4nonc4N)c3C)cc2)c1
    6%, -9, 27%, -9%, -25%, -5, -10%
> Cc1ccnc(SCC(=O)c2cccs2)n1
    -24%, 38*, 145%[activator], 291%[activator], -14%, 84*, 2%
> Cc1cc2oc(=O)cc(COC(=O)Cn3cnnn3)c2cc1C(C)C
    -1%, -6, ?, ?, 6%, -2, 8%
> CCS(=O)(=O)N1CCN(C2CCC(c3ccccc3)CC2)CC1 (stereo not drawn)
    55%, 7, 8%, 5%, /, 26, 1%
> Cc1ccc(CNC(=O)C2CCCN(S(=O)(=O)c3ccc(-n4cnnn4)cc3)C2)cc1 (stereo not drawn)
    -5%, -7, 13%, 3%, 1%, -7, 1%
> COc1cc(C)c(-c2cc(C(=O)O)c(C)o2)cc1C(C)C
    -22%, -2, 15%, /, 1%, 2, 1%
> Cc1ccc(C(=O)CSc2nc3ccc(C(=O)NCCN4CCCCC4)cc3c(=O)[nH]2)cc1
    3%, 5, 43%[activator], 65%[activator], -9%, -4, 5%
> CCCCCCNC(=O)c1cc(-c2ccco2)nc2ccccc12
    4%, -2, -16%, ?, -11%, 2, 0%
> CCOc1ccc(CN2CCNC(=O)C2CC(=O)NCc2ccccn2)cc1 (stereo not drawn)
    19%, 36*, ?, -12%, 3%, 7, -5%
> Cc1ccc(Sc2ncccc2C(=O)NCc2cc([N+](=O)[O-])ccc2O)c(C)c1
    -43%, 66*, -20%, ?, -6%, 104*, -10%
> COc1ccc(N(CC(=O)N2CCN(c3cccc(Cl)c3)CC2)S(=O)(=O)c2c(C)noc2C)cc1
    83%[activator], -1, 10µM*, ?, -1%&0%, -7, 9%
> O=C(CN1CCCCC1)N1CCCc2ccccc21
    -12%, -3, /, 20%, -7%, -16, -7%
> COC(=O)c1ccccc1NC(=O)c1c(O)c2c([nH]c1=O)CCCC2
    -18%, -3, 29%, /, 2%, -7, -2%
> O=C(Nc1nnc(-c2ccncc2)o1)c1ccccc1F
    5%, 9, 71%[activator], 82%[activator], -5%, 55, 9%
> CN(c1ccccc1)S(=O)(=O)c1ccc(C(=O)NCCc2ccc(F)cc2)cc1
    -16%, 6, -26%, -9%, 4%, 17, -2%
> O=C(CN1C(=O)CSc2ccc(S(=O)(=O)N3CCCCC3)cc21)NCc1ccccc1
    -50%, -7, -15%, 4.1µM*, 0%, -7, -2%
> O=C(Nc1ccccc1C(=O)O)c1cccc(NS(=O)(=O)c2ccc(Br)cc2)c1
    -39%, -2, 31%[activator], -20%, -12%, /, -1%
> CCOC(=O)Cn1c(-c2cccnc2Cl)nc2cc(Cl)c(Cl)cc21
    -3%, -3, 30%[activator], 42%[activator], -22%, -2, 2%
> CCOc1ccc(NC(=O)[C@H](Cc2ccccc2)NC(=O)C2CCNCC2)cc1
    25%, -3, -3%, ?, -4%, 29, -9%
> Cc1cccc(C)c1NC(=S)Nc1ccc(F)cc1
    23%, -8, 29%, 11%, -4%, -3, 5%
> CC(=O)N1N=C(c2ccccc2)CC1c1ccccc1[N+](=O)[O-] (stereo not drawn)
    -33%, 14, ?, -9%, -10%, -6, 1%
> O=C(CCN1C(=O)/C(=C\c2ccccc2)SC1=S)NNC(=O)c1ccncc1
    -32%, -2, 72%[activator], 134%[activator], -2%, -11, 5%
> Cn1c(=O)c(Sc2ccccc2)c(O)c2ccccc21
    36%, 3, 58%[activator], ?, 0%, 2, -2%
> CN1C(=O)OC2(C)CCc3ccccc3C12C (stereo not drawn)
    -4%, -2, 12%, 33%[activator], 3%, -24, -4%
> CCOC(=O)c1csc(Nc2nc3ccc(F)cc3s2)n1
    -43%, 20*, ?, -4%, 5%, 23*, 5%
> Cc1ccccc1OCC(=O)N(Cc1nc(-c2ccccc2)no1)C(C)C
    29%, -1, ?, -8%, 4%, -1, 1%
> COCCNC(=O)c1ccc(CS(=O)(=O)c2ccc(OC)cc2)o1
    -13%, -2, 5%, -14%, -8%, -7, 5%
> O=C(NC1=NCCS1)c1ccc(N2CCCC2=O)cc1
    -5%[11.4 µM], 11, 60%[activator], 52%[activator], 1%, 16, 2%
> O=C1NCN(c2ccccc2)C12CCN(c1nnnn1-c1ccccc1)CC2
    40%, -1, /, -3%, 2%, -9, 15%
> O=C(CC1CCCC1)NNC(=O)c1ccc(Br)cc1
    -2%, /, 93%[activator], 92%[activator], 3%, /, /
> CCC(CC)NC(=O)COC(=O)CCC(=O)c1ccc(Cl)cc1
    29%, -4, 6%, 34%[activator], -13%, 16, 3%
> O=C(CCl)Nc1ccccc1Sc1ccccc1
    -18%, -2, /, 9.3µM*, 2%, -8, 1%
> O=C(CSc1nc2c(cnn2-c2ccccc2)c(=O)[nH]1)N1CCCCC1
    -29%, -1, 18%, -23%, 1%, -9, -2%
> O=C(CNC(=O)/C(=C\c1ccc(F)cc1)NC(=O)c1ccccc1)OCc1ccccc1
    -32%, -7, 4%, ?, 2%, -22, 7%
> CCOC(=O)N1CCN(C(=O)CN(c2ccc(Oc3ccccc3)cc2)S(C)(=O)=O)CC1
    149%[activator], -7, ?, ?, 3%, -17, -1%
> NC(=O)c1nnn(-c2ccccc2)c1N
    -10%, -2, 35%[activator], 6%, -9%, 14, -6%
> COc1ccc(CCNC(=O)CSc2nnc(CNc3ccc(Cl)cc3)o2)cc1OC
    50%, -2, ?, ?, 2%, -2, 5%
> Cc1ccccc1OCC(=O)Nc1ccccc1C(=O)NC1CC1
    -17%, /, -13%, ?, -19%, /, /
> CC1(C)Oc2ccc(NC(=O)C3COc4ccccc4O3)cc2O1 (stereo not drawn)
    -14%, 35*, 33%[activator], 12%, ?, 72, ?
> N#Cc1c(Nc2cccc(F)c2)sc2c(O)cc(=O)[nH]c12
    -50%, 1, -10%, 9%, -2%, -11, -5%
> CCOC(=O)C1(CCOc2ccccc2)CCN(Cc2cccc(F)c2)CC1
    27%, 1, 0%, ?, 3%, 5, 0%
> O=C(C1CCCO1)N1CCN(C(c2ccccc2)c2ccccc2)CC1 (stereo not drawn)
    18%, 1, ?, -2%, -4%, -7, 0%
> CC(OC(=O)C(C)Oc1ccccc1)C(=O)Nc1ccc(S(=O)(=O)N2CCCCC2)cc1 (stereo not drawn)
    -20%, /, -30%, ?, 3%, /, /

(more compounds)
Below each compound – AmpC no deterg, Cycloheximide cs, Pf growth 48h, Pf growth 96h, TbPYK inhibitor, Shiga toxin inh, LmPK inh
> CN(C(=O)CSc1nnc(C(F)(F)F)n1N)C1CCS(=O)(=O)C1 (stereo not drawn)
    -5%, -2, 23%, 6%, -1%, -8, -1%
> COc1ccc(OCC(O)CNC(=O)Nc2ccc(C(C)(C)C)cc2)cc1 (stereo not drawn)
    16%, -3, -2%, 24%, -6%, 20, 5%
> Cc1cnc(C(=O)Nc2nnc(C3CC3)s2)cn1
    19%, 32*, 27%, 46%[activator], /, 23, 1%
> Cn1nc(-c2ccccc2)c(-c2nc(-c3cccc(C(F)(F)F)c3)no2)c1Cl
    -13%, -3, /, 9%, -5%, -8, -6%
> O=C(N/N=C/c1ccco1)c1ccncc1
    3%, 13, 20%, 73%[activator], -6%, 3, -5%
> COc1ccc(-c2nnc3c4ccccc4c(C)nn23)cc1
    28%, 28*, ?, 16%, 0%, 96, -1%
> CCc1ccc(NC(=O)C(C)n2nc(C)c([N+](=O)[O-])c2C)cc1 (stereo not drawn)
    -12%[11.4 µM], -3, -15%, ?, -20%, 5, 9%
> Cc1ccc(-c2nnn(CC(=O)Nc3nnc(C(C)C)s3)n2)cc1
    -23%, -3, 35%[activator], ?, 0%, -5, 5%
> COc1cccc(NC(=S)NCc2ccccc2)c1
    -52%, 22*, ?, 3%, -3%, 33*, -4%
> COc1ccc(/C=C/c2nc(N)nc(-c3ccccc3O)n2)cc1OC
    206%[activator], 15*, -29%, ?, -8%, 4, 1%
> Cc1cc(-c2ccc(C)c(S(=O)(=O)NCCc3ccc(S(N)(=O)=O)cc3)c2)on1
    -26%, -1, 13%, 20%, 6%&4%, -4, -4%
> N=c1sccn1CC(=O)Nc1cccc(Oc2ccccc2)c1
    -8%, -5, ?, /, 2%, -10, 0%
> CN(CC(=O)Nc1ccc(Cl)c(C(F)(F)F)c1)C(=O)CCCNC(=O)c1ccc(Cl)cc1
    139%[activator], /, 48%[activator], 43%[activator], 3%, /, /
> O=C(CSc1ncnc2ccccc12)Nc1cccc(S(=O)(=O)N2CCOCC2)c1
    4%, 6, -70%, ?, 4%, -6, 1%
> Cc1ccc2nc(-c3sc4nc(C)cc(C)c4c3N)[nH]c2c1
    145%[activator], 26*, 53%[activator], -66%, -2%, 43*, 2%
> CCc1cc(C(=O)c2ccccc2OC)c(N)s1
    -15%, -2, 0%, 1%, 4%, 22, 0%
> Cc1ccc(/C=C2/NC(=O)N(Cc3ccccc3F)C2=O)o1
    -58%, 5, -2%, ?, ?, -1, 2%
> Cc1nc(=O)c(-c2ccccc2)c(C)n1CCO
    0%, -5, 39%[activator], 1%, -3%, -4, -2%
> COc1ccc(NC(=O)CCC(=O)OCc2ccc(C(=O)Oc3ccc(Cl)cc3)cc2)cc1
    0%, 1, 13%, 54%[activator], -4%, -8, 8%
> O=C(C1c2ccccc2C(=O)N2CCc3ccccc3C12)N1CCN(Cc2ccccc2)CC1 (stereo not drawn)
    0%, 1, -8%, -8%, -9%, -24, -1%
> CC(Sc1nc(N)cc(N)n1)C(=O)NCCC1=CCCCC1 (stereo not drawn)
    19%, /, -3%, -21%, 1%, /, /
> CCOC(=O)C1Cn2c(nc3c(c2=O)C(C)(CC)Cc2ccccc2-3)S1 (stereo not drawn)
    110%[activator], -3, ?, /, -4%, -1, -8%
> O=C(OCC(=O)c1cccs1)c1ccccc1
    -11%, 31*, 137%[activator], -14%, -4%, 51, 16µM*
